# Assay outcomes: PubChem BioAssay, several laboratories
# CTSL1 counter – blocks F. hepatica cathepsin L1 in PFM18AAP counter-screen. recombinant F. hepatica cathepsin L1, Z-Leu-Arg-MCA fluorescence. inhibition, % at 5.96 µM. hit rate 0.49% among 300,000;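 active = inhibition above the mean of all tested compounds plus 3 SD, set per screening campaign, cut at about 17% in these data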;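 note: 0% = plate median of test compound wells and 100% = 1 µM Z-Phe-Ala-diazomethylketone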
# TPT1 inhibitor – blocks Candida albicans tRNA 2'-phosphotransferase. recombinant caTPT1, FP RNA substrate dephosphorylation. hit rate 0.81% among 300,000. inhibition, % at 5 µM;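 active = inhibition above the mean of all tested compounds plus 3 SD, set per screening campaign, cut at about 24% in these data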;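 note: plate controls were DMSO alone for no effect and ferristatin control at 100 nM for full effect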
# Efflux pump inh – inhibitors of Candida antifungal efflux pumps expressed in yeast. AID 485275. hit rate 0.44% among 330,000. inhibition, % at 10 µM. S. cerevisiae Candida pump triplex, Nile Red efflux;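 active = plate passing quality check with inhibition over a set limit, or well fluorescence over plate mean plus 4 SD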;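 note: Nile Red retained in pooled yeast measured as flow cytometry median fluorescence; 0% = buffer negative control and 100% = Enniatin B positive control; higher means more Nile Red kept so more efflux inhibition; some compounds called inactive have numbers as strong as hits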
# proCasp3 act – activates human procaspase-3. recombinant procaspase-3 D3A, Ac-DEVD-pNA absorbance 405 nm. hit rate 0.11% among 330,000. AID 463141. activation, % at 8.5 µM. P42574;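 active = activation above the mean of all tested compounds plus 3 SD, cut at about 21% in these data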;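 note: 0% = DMSO alone and 100% = DMSO wells spiked with extra 5 µM PC-3 D3A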
# Target sequence (P42574 whole entry D9A/D28A/D175A): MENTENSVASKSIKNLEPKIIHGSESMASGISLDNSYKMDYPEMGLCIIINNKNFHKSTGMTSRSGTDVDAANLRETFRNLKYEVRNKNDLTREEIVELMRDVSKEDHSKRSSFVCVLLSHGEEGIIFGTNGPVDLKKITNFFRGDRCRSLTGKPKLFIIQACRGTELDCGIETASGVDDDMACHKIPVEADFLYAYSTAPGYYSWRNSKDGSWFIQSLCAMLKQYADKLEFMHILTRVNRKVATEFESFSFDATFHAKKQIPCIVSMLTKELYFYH
#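 Technique: 405 nm absorbance of p-nitroaniline, reads at 0 and 120 min; Test system: Procaspase-3 D3A mutant; Incubation: 1 h enzyme-compound preincubation, then 2 h substrate reaction, 25 °C; Repeats: singlicate, each compound tested once; Benchmarks: low control DMSO wells, high control DMSO plus 5 µM PC-3 D3A.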
# HCV core dimer – HCV core protein dimerization inhibition | hit rate 0.33% among 300,000 | TR-FRET GST/Flag-core106 dimerization, 1536-well | inhibition, % at 5 µM | AID 1899;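 active = inhibition above the mean of all tested compounds plus 3 SD, set per screening campaign, cut at about 45% in these data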
#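 assay system = GST-tagged and Flag-tagged HCV core protein residues 1-106 | controls = unlabelled core106 and no-GST-core106 wells | incubation = compound-protein-antibody incubation 4 h at 22.5 °C | probe or stimulus = Eu donor and XL665 acceptor anti-tag antibodies | read-out = % inhibition based on acceptor/donor emission ratio | signal = TR-FRET 671 and 617 nm emission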
# PP5 inh – PP5 (human) phosphatase inhibition. purified PP5c, OMFP substrate fluorescence. inhibition, % at 6.7 µM. hit rate 0.18% among 320,000. AID 1987;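 active = inhibition above the campaign's mean inhibition across all tested compounds plus 3 SD, cut at about 9.5% in these data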;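 note: 0% = DMSO only and 100% = 100 µM cantharidin control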
# proCasp7 act – activates human procaspase-7, counter-screen for procaspase-3 activators. hit rate 0.093% among 330,000. recombinant procaspase-7, Ac-DEVD-pNA absorbance 405 nm; D23A/D198A/D206A triple mutant, cannot self-cleave; scale: DMSO 0, 5 µM enzyme 100. activation, % at 8.5 µM. P55210;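 active = percent activation above the screen-wide mean plus 3 SD, cut at about 25% in these data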
# Target sequence (P55210 whole entry D23A/D198A/D206A): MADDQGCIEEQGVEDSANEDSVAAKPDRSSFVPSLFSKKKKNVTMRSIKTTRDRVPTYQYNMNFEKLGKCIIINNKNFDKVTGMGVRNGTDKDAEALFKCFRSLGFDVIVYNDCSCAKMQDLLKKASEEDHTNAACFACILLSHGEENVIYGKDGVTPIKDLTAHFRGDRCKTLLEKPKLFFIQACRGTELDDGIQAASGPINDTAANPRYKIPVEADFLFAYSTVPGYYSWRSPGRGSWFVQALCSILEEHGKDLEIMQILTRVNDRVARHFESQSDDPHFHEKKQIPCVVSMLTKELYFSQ
#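 signal = Epi-absorbance of released pNA at 405 nm, two timepoints | assay system = Uncleavable procaspase-7 mutant enzyme | reagent = Ac-DEVD-pNA substrate, 400 µM as added | times = 1 h enzyme–compound preincubation and 2 h substrate reaction, both 25 °C | benchmarks = low DMSO alone, high DMSO plus 5 µM PC-7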
# GASC-1 inh – blocks human GASC-1 demethylase activity; Q9H3R0; GST-JMJD2C(1-420) H3K9me3 demethylation, DELFIA europium; inhibition, % at 2.35 µM; hit rate 0.069% among 330,000; AID 2099;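 active = more than half of a compound's replicate wells show inhibition beyond 50%, single wells judged on their own value; inconclusive = some, but no more than half, of replicates pass 50% inhibition; inactive = no replicate passes 50% inhibition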;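 note: signal counts dimethyl H3K9 product captured on neutravidin plate; 0% = median of DMSO wells and 100% = 0.3 times that DMSO median; strong numbers were not always called active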
# PP1 inh – counter-screen for PP5 inhibitors: inhibitors of human PP1-alpha | P62136 | purified PP1alpha, OMFP fluorescence | inhibition, % at 6.7 µM | hit rate 0.9% among 320,000 | AID 2235;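 active = inhibition above the mean inhibition of all tested compounds plus 3 SD, computed separately for each screening campaign, cut at about 15% in these data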
# Target sequence (P62136 whole entry, looked up): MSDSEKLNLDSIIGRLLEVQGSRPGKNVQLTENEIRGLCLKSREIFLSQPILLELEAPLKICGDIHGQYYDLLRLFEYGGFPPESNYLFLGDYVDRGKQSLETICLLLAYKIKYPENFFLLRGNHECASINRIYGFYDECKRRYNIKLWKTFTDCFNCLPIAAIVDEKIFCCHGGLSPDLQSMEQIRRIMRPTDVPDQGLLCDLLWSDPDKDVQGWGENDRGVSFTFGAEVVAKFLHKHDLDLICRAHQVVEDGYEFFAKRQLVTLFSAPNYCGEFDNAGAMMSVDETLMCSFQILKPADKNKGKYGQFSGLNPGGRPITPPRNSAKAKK
# Starred values were filed as active, the others as inactive; i = inactive; ? = inconclusive; . = no result given.
SMILES,CTSL1 counter,TPT1 inhibitor,Efflux pump inh,proCasp3 act,HCV core dimer,PP5 inh,proCasp7 act,GASC-1 inh,PP1 inh
CCOC(=O)C1CCN(CC(C)(C)NS(=O)(=O)c2ccccc2)CC1,-2.4,-1.1,0.1,18.5,-4.7,-0.7,-10.2,7.5,-2.3
CC(=O)N1CCN(c2ccc(Oc3ccc([N+](=O)[O-])c(C(F)(F)F)c3)cc2)CC1,0.1,-2.1,-0.2,-4.4,-1.8,5.2,14.2,-3.4,1.8
CN(C)c1ccc(/C=N/NC(=O)c2ccc3c(c2)OCCO3)cc1,4.5,-2.1,1.3,-3.1,-22.0,1.7,2.5,7.9,-1.8
Cc1cc(=O)[nH]c(SCC(=O)Nc2c(C)n(C)n(-c3ccccc3)c2=O)c1C#N,.,.,0.0,3.9,.,-2.5,1.2,1.6,-5.3
COc1ccc(CCNC(=O)C2CCN(C(=O)c3ccc(F)cc3)CC2)cc1OC,-0.6,-1.0,-0.1,0.4,10.1,1.1,1.0,-1.0,-7.7
Cc1cccc(-c2cc3nc4c(c(N5CCC6(CC5)OCCO6)n3n2)CCCC4)c1,2.4,-4.5,-0.1,-4.8,1.5,0.1,3.2,-0.6,-3.9
O=C(Nc1nnc(-c2ccc(F)cc2)s1)Nc1ccccc1F,-6.8,-3.9,0.8*,5.8,5.8,-1.0,10.2,8.9,-3.5
O=C(CSCCc1ccccn1)Nc1cccnc1Cl,-0.9,0.5,0.0,1.1,2.8,-0.8,8.0,0.1,-9.2
CCOc1ccc(OCC(=O)OCC(=O)NNC(=O)c2ccc([N+](=O)[O-])cc2)cc1,15.0,1.0,0.0,4.0,2.5,-1.2,-0.1,6.0,1.1
O=C(Nc1cc(Cl)cc(Cl)c1)N1CCCN(Cc2ccccc2)CC1,2.5,2.4,-0.1,10.8,-0.3,0.5,9.2,-48.4,1.8
O=C(NCc1ccc(Cl)cc1)c1cccc(NC(=O)c2ccccc2)c1,-2.5,-2.6,-8.5,5.5,5.5,0.5,11.6,-6.9,1.1
CCc1cccc(C)c1NC(=O)CSc1nc2ccncc2[nH]1,-5.0,-3.6,0.0,-0.7,8.1,-0.4,-1.8,9.1,-7.4
CCC(=O)Nc1cc2c(cc1C(C)=O)OCCO2,2.1,-1.5,0.2,1.9,-0.5,5.8,0.4,-3.4,-4.2
CCN1C(=O)N[C@@H](c2ccc(Br)cc2)C(C(=O)OC)=C1C,-0.2,0.1,0.0,6.7,1.2,3.3,-10.4,.,1.6
COc1cc(NS(=O)(=O)c2cc3c(cc2C)NC(=O)CO3)cc(OC)c1,2.9,-1.4,-0.1,6.1,15.5,3.0,-3.4,i,1.6
CCN(CC)c1ccc(NC(=O)C2CC(=O)N(Cc3ccccc3)C2)cc1 (stereo unspecified),-1.6,1.8,0.2,1.8,-3.7,-0.8,6.2,-6.4,-3.8
Cc1ccc(S(=O)(=O)/N=C(/Nc2cccc(O)c2)c2ccccc2)cc1,-0.4,-1.7,0.0,1.0,1.0,-0.6,13.4,-1.6,3.0
COc1ccccc1C(=O)OCc1cc(=O)n2ccsc2n1,.,.,0.0,2.1,.,.,9.3,3.9,.
COc1ccc(NS(=O)(=O)c2ccc(N/N=C/c3ccc(N4CCOCC4)cc3)c([N+](=O)[O-])c2)cc1,-2.4,7.6,-0.1,-0.6,12.7,0.4,5.2,-5.2,1.2
COc1ccc(NC(=O)CSc2nnc(C)n2C2CC2)cc1S(=O)(=O)N1CCOCC1,.,.,0.2,-5.1,.,3.1,-6.8,16.1,-1.1
Cc1c(NC(=O)C(C)N2CC(C)OC(C)C2)c(=O)n(-c2ccccc2)n1C (stereo unspecified),-2.6,2.2,-0.1,-9.2,-4.2,2.2,3.2,1.5,3.1
CCOc1nc(-c2ccccc2)ccc1-c1noc(-c2cccs2)n1,1.1,3.9,0.0,2.8,0.1,2.2,4.5,3.6,-3.8
Nc1[nH]n(-c2ccccc2)c(=O)c1N=Nc1ccc2c(c1)OCCO2,3.9,-1.2,0.0,-11.2,-23.6,2.5,-25.1,-20.8,2.0
O=C(CCCN1C(=O)c2ccccc2C1=O)N1CCCCC1,-5.9,4.8,0.1,-0.6,-0.9,-1.9,0.9,-9.7,-6.6
COc1cc2c(cc1OC)C(C)N(C(C)=O)CC2 (stereo unspecified),8.8,-0.6,-0.1,3.4,0.7,0.2,-3.7,3.3,3.9
Cc1ccccc1CSc1ncc(C#N)c(N)n1,0.9,6.9,-0.1,6.1,0.4,-0.5,5.0,1.4,-0.8
CCN(CC(=O)Nc1ccccc1C(F)(F)F)C(=O)CN1C(=O)NC2(CCCC2)C1=O,3.6,1.4,0.1,3.8,-4.7,-1.3,-6.2,-0.3,-2.7
Cc1cccc(NS(=O)(=O)c2ccc(C(=O)NCC(c3ccco3)N(C)C)cc2)c1C (stereo unspecified),-0.5,2.0,0.2,1.6,-4.2,1.0,-6.2,-10.4,-5.0
O=C(Nc1nnc(COc2ccc(F)cc2)s1)c1cccs1,1.9,1.3,0.3,-4.7,-0.2,-0.2,8.5,-8.0,-1.4
O=C(CN(Cc1ccccc1F)C(=O)Cn1nnc(-c2cccs2)n1)NCC1CCCO1 (stereo unspecified),3.0,-1.6,-0.1,-0.6,-2.9,0.2,-7.5,0.0,-3.2
CCOc1ccc(N(Cc2cc3cc(OC)ccc3[nH]c2=O)S(C)(=O)=O)cc1,3.7,1.0,0.0,-1.7,0.5,2.4,3.2,-6.9,-1.8
O=C(Cc1ccccc1)Nc1cccc([N+](=O)[O-])c1,-2.7,-0.7,-0.1,5.1,-4.4,3.3,2.9,4.7,-3.6
O=C(CCC(=O)c1ccc(Cl)cc1)NCc1ccccc1,-2.4,-1.1,0.1,0.9,-11.3,4.6,-3.9,-3.9,1.0
O=C(O)/C=C/C(=O)Nc1ccc2c(c1)C(=O)c1ccccc1C2=O,2.4,-0.5,-0.3,-6.1,10.5,-1.5,-5.4,3.1,0.0
Cc1ccc(CNC(=O)c2ccccc2NS(=O)(=O)c2ccc(Cl)nc2)cc1,3.4,-0.8,0.3,-2.0,3.0,3.1,4.2,?,7.8
O=C1NC(=O)/C(=C\c2ccc(Oc3ccc([N+](=O)[O-])cn3)cc2)S1,-1.4,-3.6,0.0,2.0,11.2,4.8,-4.1,-11.3,8.4
O=C(C1CCCN(Cc2ccncc2)C1)N1CCc2ccccc2C1 (stereo unspecified),0.1,5.0,0.1,4.0,-7.4,2.2,-5.5,3.8,-2.3
CCCC(=O)Nc1cc(C(=O)O)ccc1Sc1ccccc1,2.4,-1.3,0.0,2.7,3.2,-1.6,0.5,-2.7,-1.8
CCO[C@H]1OC(C(=O)NCc2ccccc2)=C[C@@H](c2cn(C(C)=O)c3ccccc23)[C@@H]1CCCO,1.8,-3.8,0.2,-5.3,-1.7,4.4,-11.6,1.2,-1.7
CC(C)(C)c1nc2c(Br)cc(Br)cc2c(=O)o1,-3.0,-1.1,0.5,2.2,-2.6,2.8,3.3,4.7,-0.5
O=C(Nc1ccc2c(c1)C(=O)N(CC1CCCO1)C2=O)c1ccc(Cl)c(Cl)c1 (stereo unspecified),-2.9,0.3,-0.1,8.7,3.5,0.5,4.8,-2.3,-3.6
Cc1ccc(C)n1-c1ccc(-c2nnc3n2CCCCC3)s1,4.3,4.5,0.0,-13.9,12.2,1.3,-29.4,2.1,-0.8
O=C(Nc1nccs1)[C@@H]1CC=C[C@@H]2CCN(Cc3ccccc3)C(=O)[C@@H]21,-1.4,-0.3,.,9.4,2.9,1.6,10.4,-2.4,0.4
Cc1ccc(SCC(=O)N(C)C2CCS(=O)(=O)C2)cc1 (stereo unspecified),-2.2,2.1,0.1,-1.9,-9.7,2.8,-3.2,6.0,-7.3
CC(=O)NCCC(=O)Nc1nc2ccc(Oc3ccccc3)cc2s1,1.7,-6.1,0.1,3.2,1.2,1.1,11.7,1.6,0.4
Cc1nc(N)sc1C(=O)OCC(C)C,2.3,3.6,-0.1,6.0,2.8,1.0,-1.1,-27.7,-6.0
CN(/N=C/c1cccnc1)c1cnn(-c2ccc(F)c(Cl)c2)c(=O)c1Cl,8.4,0.4,-0.1,-9.9,10.7,-1.8,-0.2,0.7,-3.4
COc1ccc(NC(=O)C(=O)Nc2cccc3cccnc23)c(OC)c1,1.4,-0.6,0.0,-3.3,1.2,1.8,3.2,16.7,1.0
Cc1ccc([C@@H]2CC=C(C(=O)O)[C@H](c3cccc(Cl)c3)N2S(=O)(=O)c2ccccc2C)cc1,.,.,0.4,-2.1,.,.,5.0,19.1,.
CSc1nc(-c2ccco2)cc(-c2ccccc2)c1C#N,1.1,-0.2,-0.1,5.9,15.3,1.2,1.3,11.9,1.7

# (list continues)
SMILES,CTSL1 counter,TPT1 inhibitor,Efflux pump inh,proCasp3 act,HCV core dimer,PP5 inh,proCasp7 act,GASC-1 inh,PP1 inh
O=C1C(Cl)=C(NCCCO)C(=O)c2ccccc21,10.7,-0.8,0.2,-0.9,-18.9,3.1,0.8,-1.7,-0.4
Cc1ccc(NC(=O)/C(Cl)=C/c2ccccc2)cc1C,3.2,-1.3,-0.1,-6.1,-5.6,-2.5,0.9,0.7,8.3
Cn1c(CCNC(=O)c2ccco2)nc2cc(NS(=O)(=O)c3ccc(Cl)cc3)ccc21,-1.1,-2.7,0.1,1.6,-0.9,0.8,3.5,5.3,-1.1
CC(C)COc1ccc(-c2cc(C(=O)NN)[nH]n2)cc1,-6.5,1.9,0.1,6.8,-10.2,1.3,13.0,3.0,-4.7
COc1ccccc1Nc1nc(N)nc(CSC(=S)N2CC(C)CC(C)C2)n1 (stereo unspecified),-0.8,-0.8,-9.9,2.0,-6.2,6.6,1.9,-2.4,7.5
COc1ccc(C(=O)N2CCCc3ccccc32)cc1Br,1.7,2.2,-0.1,6.5,4.7,-0.8,-4.4,0.9,-0.2
CCN(CC(=O)Nc1ccccc1OC)CC(=O)Nc1sccc1C#N,2.5,3.3,0.2,3.2,10.2,-1.6,6.3,-3.0,-2.7
Cc1ccc(C(=O)/C=C/Nc2cccc(O)c2)cc1,-0.4,7.2,0.0,-17.8,6.4,2.2,-13.1,18.3,-2.3
Cc1ccc(CNCC(=O)Nc2ccc(C)cc2Br)cc1,-3.1,-1.6,-0.1,0.8,4.1,0.5,0.3,-25.8,-4.0
Cc1cc(C(=O)COc2ccc(Br)cc2F)c(C)n1C1CC1,.,.,0.2,-4.9,.,-1.8,3.0,.,4.4
